CRFBP-R2 block – CRF-BP/CRF-R2 complex antagonism | inhibition, % at 11.8 µM | AID 588475 | 350,000 compounds, 0.59% hits | HEK293 CRF-R2/CRF-BP, CRF-induced calcium fluorescence;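 active = inhibition of the ligand-induced calcium signal above about 50% at the single tested concentration, limit read from the data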
TAAR1 antagonist – antagonists of human TAAR1. Q96RJ0. CHO RD-HGA16 TAAR1, Fluo-8 calcium fluorescence, antagonist. inhibition, % at 3 µM. 360,000 compounds, 1.5% hits. AID 624466;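 active = inhibition above a per-plate cutoff, the mean inhibition of test compounds on that plate plus 3 SD, cut at about 49% in these data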;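 note: 0% = DMSO plus EC80 beta-PEA response and 100% = DMSO alone without agonist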
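Test system: RD-HGA16 CHO cells with stable hTAAR1 and Gα16 / Probe or stimulus: EC80 β-phenethylamine stimulus / Times: seeding 17-24 h prior, 75-min 37 °C, 30-min RT dye loading / Detection: Fluo-8 calcium-sensitive fluorescence / Read-out basis: % inhibition scaled between DMSO and EC80 PEA controls / Repeats: singlicate, one well per test compound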
M1 PAM parental – M1 PAM counterscreen hit in parental CHO-K1 cells | ATP EC20, Fluo-8 calcium fluorescence; 0% at ATP EC20, 100% at ATP max | activation, % at 3 µM | 360,000 compounds, 0.02% hits | AID 602247;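 active = activation above the run cutoff, the mean activation of all test compounds plus 3 SD, cut at about 40% in these data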;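 note: peak over basal fluorescence ratio in a 140 s read after ATP addition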
CHRM5 agonist – CHRM5 agonism in calcium assay; activation, % at 3 µM; 360,000 compounds, 0.19% hits; P08912; CHO-K1 hM5 cells, Fluo-8 calcium fluorescence; 0% DMSO wells, 100% maximal acetylcholine response;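 active = activation above the run's mean over test compounds plus 3 SD, cut at about 23% in these data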;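 note: signal is peak over basal fluorescence ratio across the kinetic read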
Target sequence (P08912 whole entry, looked up): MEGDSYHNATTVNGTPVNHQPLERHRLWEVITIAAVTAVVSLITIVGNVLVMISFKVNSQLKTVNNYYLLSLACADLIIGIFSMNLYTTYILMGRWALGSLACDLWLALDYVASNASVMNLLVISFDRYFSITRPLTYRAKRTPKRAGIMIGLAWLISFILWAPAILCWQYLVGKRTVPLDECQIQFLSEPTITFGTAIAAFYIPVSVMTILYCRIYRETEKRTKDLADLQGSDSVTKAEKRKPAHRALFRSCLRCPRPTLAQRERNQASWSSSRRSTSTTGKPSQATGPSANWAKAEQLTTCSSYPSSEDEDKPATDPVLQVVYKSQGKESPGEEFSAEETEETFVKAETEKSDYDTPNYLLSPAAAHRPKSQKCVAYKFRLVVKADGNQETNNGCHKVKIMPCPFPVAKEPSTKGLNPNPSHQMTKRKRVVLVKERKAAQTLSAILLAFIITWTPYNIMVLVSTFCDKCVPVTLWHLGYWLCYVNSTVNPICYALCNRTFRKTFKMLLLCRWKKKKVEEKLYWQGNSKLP
M5 PAM – positive allosteric modulators of human muscarinic M5 receptor. AID 624038. P08912. 360,000 compounds, 0.3% hits. activation, % at 3 µM. CHO-K1 hM5, Fluo-8 calcium, ACh EC20 PAM; 0% = ACh EC20, 100% = ACh EC100;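 active = activation above the run cutoff, the mean activation of all test compounds plus 3 SD, cut at about 18% in these data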
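Test system: CHO-K1 hM5 cells / Doses: single-point, 3 µM nominal / Times: Post-acetylcholine fluorescence recording 140 s / Technique: Fluo-8 calcium fluorescence / Measure: Max/basal fluorescence ratio as % of EC20–EC100 ACh window / Benchmarks: low control EC20 acetylcholine (0%), high control EC100 acetylcholine (100%) / Replicates: one well per compound, no replicates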
CRFBP-R2 agonist – agonists of human CRF-binding protein/CRF-R2 receptor complex | HEK293 CRF-R2/CRF-BP, calcium dye fluorescence (FLIPR); percent of saturating CRF peptide response | activation, % at 13.2 µM | 350,000 compounds, 0.46% hits;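 active = activation of at least 50%, plus an integration ratio under a set limit after plate pattern correction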;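 note: plate controls were neutral control wells without compound for no effect and CRF at EC100 for full effect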
M5 antag – CHRM5 antagonism in calcium assay; P08912; CHO-hM5 cells, Fluo-8 calcium fluorescence, ACh EC80; inhibition, % at 3 µM; 360,000 compounds, 0.59% hits; AID 624040;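 active = inhibition above a per-plate cutoff, the mean of that plate's test compounds plus 3 SD, cut at about 27% in these data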;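 note: 0% = acetylcholine EC80 with DMSO and 100% = DMSO without agonist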
CHRM4 PAM – positive allosteric modulators of human muscarinic M4 receptor | P08173 | activation, % at 3 µM | CHO-K1 hM4/Gqi5, Fluo-8 calcium fluorescence, ACh EC20; 0% = ACh EC20, 100% = maximal ACh | 360,000 compounds, 0.4% hits;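 active = activation above its plate's cutoff, the mean activation of sample wells plus 3 SD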; note: some results filed as inactive read as strong as hits
Target sequence (P08173 whole entry, looked up): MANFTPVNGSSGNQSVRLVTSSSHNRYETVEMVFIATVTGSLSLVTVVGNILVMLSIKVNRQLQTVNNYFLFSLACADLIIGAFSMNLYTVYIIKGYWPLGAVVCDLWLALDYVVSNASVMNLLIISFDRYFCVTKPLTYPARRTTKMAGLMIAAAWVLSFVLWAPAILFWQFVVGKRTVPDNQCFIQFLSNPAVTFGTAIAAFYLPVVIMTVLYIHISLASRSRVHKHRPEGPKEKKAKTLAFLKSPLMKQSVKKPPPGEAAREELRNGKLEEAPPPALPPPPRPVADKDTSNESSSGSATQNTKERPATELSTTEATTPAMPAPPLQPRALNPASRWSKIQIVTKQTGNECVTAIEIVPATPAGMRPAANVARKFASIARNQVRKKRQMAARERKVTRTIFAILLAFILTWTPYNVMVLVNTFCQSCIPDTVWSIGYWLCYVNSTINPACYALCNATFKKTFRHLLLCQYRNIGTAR
TAAR1 agonist – agonists of human TAAR1. Q96RJ0. CHO RD-HGA16 TAAR1, Fluo-8 calcium fluorescence; vehicle wells 0%, saturating PEA agonist 100%. activation, % at 3 µM. 360,000 compounds, 0.99% hits. AID 624467;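 active = activation above the mean activation of all test compounds in the run plus 3 SD, cut at about 38% in these data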
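Benchmarks: low control DMSO, high control PEA (EC100); System: CHO RD-HGA16 cells carrying human TAAR1 plus Gα16; Detection: Fluo-8 fluorescence, 5 s baseline then 140 s kinetic read; Schedule: 17-24 h plating, Fluo-8 75 min 37 °C, 30 min RT; Read-out basis: % activation from peak over basal fluorescence ratio, DMSO-to-PEA scaled.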
* = called active by the depositor; . = no result given.

SMILES	CRFBP-R2 block	TAAR1 antagonist	M1 PAM parental	CHRM5 agonist	M5 PAM	CRFBP-R2 agonist	M5 antag	CHRM4 PAM	TAAR1 agonist
COCC(C)NC(=O)c1cc2cccc([N+](=O)[O-])c2[nH]1 (stereo not given)	6.6	11.7	-7.3	0.3	0.1	0.6	4.3	0.7	-0.3
O=[N+]([O-])c1ccc(S(=O)(=O)NCC2COc3ccccc3O2)cc1 (stereo not given)	-0.6	-9.7	13.4	-1.8	-4.8	-0.8	7.3	-0.3	4.9
O=C(NCCOc1ccccc1)c1ccc2c(c1)OCO2	29.1	-4.6	0.3	1.0	-4.2	-1.1	0.3	2.5	3.1
Cc1ccccc1-n1nc(C)c2cc(C(=O)N3CCN(S(=O)(=O)c4ccc(Cl)cc4)CC3)sc21	-4.6	20.9	27.8	-2.3	2.8	4.5	-4.2	10.5	-0.3
CN(Cc1ccccc1)Cc1nc2scc(-c3ccccc3)c2c(=O)[nH]1	-5.5	3.7	14.5	12.4	-3.4	-0.3	4.4	0.8	2.8
O=C1CC(N2CCCN(C3CC(=O)N(c4ccc(F)cc4)C3=O)CC2)C(=O)N1c1ccc(F)cc1 (stereo not given)	6.9	12.0	8.3	-0.9	-2.8	-0.9	4.3	1.4	1.6
Cc1occc1-c1n[nH]c(=S)n1CC(C)C	30.7	-7.8	12.9	-1.7	4.0	-1.3	-7.2	12.8	17.8
CCOC(=O)C1CCN(C(=O)c2ccc(Cl)c(S(=O)(=O)N3CCCC3)c2)CC1	-1.6	-13.4	16.5	1.0	5.1	-1.3	-0.5	2.2	1.7
COc1ccccc1NC(=O)CSCC(=O)N1c2ccccc2CCc2ccccc21	-22.4	6.9	5.0	-1.7	2.2	-4.4	-4.3	4.0	1.4
COc1ccc(-c2csc(NC(=O)CSCc3c(C)noc3C)n2)c(OC)c1	0.0	40.6	-2.6	0.2	-10.8	1.1	4.9	-4.5	3.8
O=C(C1=NN[C@@H]2C(=O)N(c3cccc(C(F)(F)F)c3)C(=O)[C@H]12)c1ccc2ccccc2n1	-24.4	-9.0	-9.0	-2.2	-4.9	-0.3	12.5	-0.8	4.8
Nc1cc(Cl)ccc1Oc1ccc2ccccc2c1	-9.4	19.1	13.1	0.9	-3.3	-0.4	-1.9	14.7	9.6
Cc1onc(-c2ccccc2Cl)c1C(=O)Nc1cccc(-c2nc3ncccn3c2C)c1	13.2	107.1*	-11.5	1.7	-6.7	-0.2	2.8	-11.0	16.9
O=C(NCc1ccc(F)cc1)c1ccccc1OCc1ccccc1	-22.3	33.6	36.0	-5.7	-8.7	1.4	12.1	0.0	5.6
CCN(CC(=O)NC1CCS(=O)(=O)C1)S(=O)(=O)c1c(C)c(C)cc(C)c1C (stereo not given)	1.7	-13.4	16.0	1.6	6.0	-3.6	2.7	0.0	2.7
COc1cc(CO)c(OC)c([N+](=O)[O-])c1	0.0	-10.6	-4.0	4.4	-3.8	-0.8	-1.6	-1.3	14.4
O=C(Nc1ccccc1F)c1ccc(C(=O)c2ccccc2)cc1	-1.8	-8.8	-7.0	-5.7	1.5	0.1	13.0	-4.1	0.5
Cc1cc(C)n2nc(CC(=O)NC3CCCC(C)C3C)nc2n1 (stereo not given)	3.3	.	18.4	2.1	1.9	1.4	-10.8	0.9	.
O=C1CCCCN1CCC(=O)N1CCCC(Nc2ccccc2)C1 (stereo not given)	-1.1	-11.4	15.5	-2.0	6.9	-0.2	-8.4	-6.6	0.1
COc1ccc(/C=N\NC(=O)COc2ccc(C(C)(C)C)cc2)cc1Cn1nc(C)cc1C	-20.2	0.0	-5.7	-2.4	-5.5	3.7	4.8	5.6	6.1
Cc1ccc(C)c(OCCNc2ncccc2[N+](=O)[O-])c1	-9.4	2.7	3.3	-0.9	-5.5	-0.7	6.6	-8.4	0.9
CSc1nc2cc(S(=O)(=O)N3CCOCC3)ccc2s1	10.0	-0.2	16.4	-0.7	1.3	1.5	-2.1	-4.4	4.7
O=c1[nH]c(=O)n(-c2ccc(F)cc2)c2c1C(C(F)(F)F)(C(F)(F)F)N=C(c1ccc(F)cc1)N2	66.5*	35.8	19.4	3.6	-3.2	29.6	7.5	6.0	6.1
COc1cccc(CNC(=O)CCNC(=O)Cn2ccc3ccccc3c2=O)c1	29.8	1.6	11.7	-0.1	-2.7	-0.5	1.7	3.9	1.0

Part of the list above, with values under each structure:
Values run as follows: CRFBP-R2 block | TAAR1 antagonist | M1 PAM parental | CHRM5 agonist | M5 PAM | CRFBP-R2 agonist | M5 antag | CHRM4 PAM | TAAR1 agonist
O=C(Nc1ccccc1F)c1ccc(C(=O)c2ccccc2)cc1
  -1.8 | -8.8 | -7.0 | -5.7 | 1.5 | 0.1 | 13.0 | -4.1 | 0.5
Cc1cc(C)n2nc(CC(=O)NC3CCCC(C)C3C)nc2n1 (stereo not given)
  3.3 | . | 18.4 | 2.1 | 1.9 | 1.4 | -10.8 | 0.9 | .

Additional compounds:
SMILES	CRFBP-R2 block	TAAR1 antagonist	M1 PAM parental	CHRM5 agonist	M5 PAM	CRFBP-R2 agonist	M5 antag	CHRM4 PAM	TAAR1 agonist
C[C@H](CO)N1C[C@H](C)[C@@H](CN(C)C(=O)Nc2cccc3ccccc23)OCCCC[C@H](C)Oc2ccc(NS(=O)(=O)c3cn(C)cn3)cc2C1=O	.	2.1	-3.4	1.8	-1.8	.	0.2	-2.8	0.6
O=C(OCc1cccc(C(F)(F)F)c1)c1cc(S(=O)(=O)N2CCOCC2)ccc1F	11.9	9.8	-21.2	-2.8	-18.3	2.6	9.2	-7.5	1.7
COc1ccc(CNC(=O)C2CCN(S(=O)(=O)c3c(C)n[nH]c3C)CC2)cc1	8.0	-10.9	6.2	3.2	-3.2	1.0	0.9	8.1	0.8
CCOC(=O)C1(Cc2ccccc2C)CCCN(C(=O)CN2CCCCC2=O)C1 (stereo not given)	-3.9	-6.0	18.1	2.4	-1.6	0.0	2.1	2.4	0.8
CC1CCCCC12NC(=O)N(CC(=O)N1CCc3ccccc31)C2=O (stereo not given)	2.4	-29.4	2.9	-1.2	3.0	0.4	-1.8	4.4	-0.5
CSc1nc(N)c2c(n1)N(C)C=NS2(=O)=O	6.8	-18.7	17.6	2.1	7.4	2.0	9.1	-0.8	0.9
Cc1nn(C2CCS(=O)(=O)C2)c2nc(C3CC3)cc(C(=O)Nc3ccc(C(N)=O)cc3)c12 (stereo not given)	0.1	9.2	12.5	3.2	2.2	2.9	8.8	6.7	-0.2
O=C(O)CC(NC(=O)C12CC3CC(CC(C3)C1)C2)c1cccc(Cl)c1 (stereo not given)	2.1	-18.8	17.1	1.1	3.8	2.4	-3.3	7.2	-0.3
COc1ccc(CN=C2NC(=O)CC(C(=O)Nc3ccccc3C)S2)cc1 (stereo not given)	-7.2	-6.4	18.0	-1.1	-5.7	-0.8	8.8	-2.9	6.6
Cc1[nH]c2ccccc2c1/C=N/NC(=S)NC(C)C	-26.6	0.3	7.3	1.1	6.0	1.4	0.8	-5.0	9.8
O=C(CN1C(=O)NC2(CCCC2)C1=O)Nc1cccc(C(F)(F)F)c1	7.3	-6.8	6.5	-2.2	1.4	-1.3	5.8	3.4	6.7
COCCNC(=O)C1(C)CCCN(C(=O)c2ccc(F)c(Cl)c2)C1 (stereo not given)	.	-9.6	10.0	0.6	-1.9	.	2.6	7.7	0.4
Cc1ccc(-c2cnn(-c3ccccc3)c2N)cc1	11.9	-6.8	16.9	-4.8	-1.2	-4.8	5.5	-3.9	0.2
CC(NC(=O)c1ccc([N+](=O)[O-])cc1[N+](=O)[O-])c1ccc(-c2ccccc2)cc1 (stereo not given)	0.6	17.6	14.5	1.4	-7.4	-3.5	3.8	2.7	7.0
Nc1cc(N)nc(SCc2cccnc2)n1	19.7	-10.9	10.5	0.1	-3.3	-1.1	-0.9	-4.6	4.0
Cc1ccc(C)c(S(=O)(=O)N2CCCOC2CNC(=O)C(=O)NCc2ccc3c(c2)OCO3)c1 (stereo not given)	-1.7	-9.5	8.4	1.8	-0.5	-4.0	-4.4	0.3	3.2
O=C(CN1CCCC1)Nc1ccc(S(=O)(=O)N2CCCCC2)cc1	3.2	-11.2	5.1	-6.6	-1.6	0.3	13.3	-4.2	0.5
CC(C)N1CCc2c(sc(NC(=O)c3cc4cc([N+](=O)[O-])ccc4s3)c2C(N)=O)C1	-137.0	-9.4	11.9	2.9	-4.7	133.6*	-1.0	-0.3	1.8
CCCCCN(C(=O)NC(=O)NCCCC)S(C)(=O)=O	3.1	2.9	25.3	0.8	-8.4	0.6	2.5	1.1	2.9
CC1=C(C)C(=O)N(CCC(=O)O)C1=O	7.1	-9.3	8.9	-1.4	1.4	-0.8	-7.6	6.7	0.9
OC[C@@H]1CN(Cc2cccc(C(F)(F)F)c2)C[C@H](n2cnc3c(NC4CC4)ncnc32)O1	.	-12.0	18.8	0.0	-0.5	.	8.4	2.6	0.9
O=c1[nH]c(/C=C/c2ccccc2[N+](=O)[O-])nc2ccccc12	-20.8	-7.0	10.3	-1.4	-0.6	3.3	-8.4	6.4	2.1
CCOC(=O)CC(=O)Nc1ccsc1C(N)=O	-19.9	-51.2	13.9	-2.7	3.6	4.4	13.0	-4.7	3.9
CCCS(=O)(=O)NC(=O)C1(C)CCN(C(=O)c2ccc(OC)c(F)c2)C1 (stereo not given)	.	.	25.0	0.8	-2.1	.	0.0	2.6	.
CCOC(=O)C1(CCc2ccccc2)CCN(C(=O)C(C)n2cncn2)CC1 (stereo not given)	4.8	-7.7	6.9	5.4	-0.1	-0.4	-9.6	-2.0	-0.1
CCOC(=O)[C@H]1[C@H]2COc3ccc(C)cc3[C@@H]2N2C(=O)c3cc(C)ccc3NC(=O)[C@@]12C	0.1	7.4	2.5	-2.3	8.8	0.0	1.3	8.3	1.6

Structural class, the compounds so far with two or more sulfur atoms.
SMILES	CRFBP-R2 block	TAAR1 antagonist	M1 PAM parental	CHRM5 agonist	M5 PAM	CRFBP-R2 agonist	M5 antag	CHRM4 PAM	TAAR1 agonist
Cc1ccccc1-n1nc(C)c2cc(C(=O)N3CCN(S(=O)(=O)c4ccc(Cl)cc4)CC3)sc21	-4.6	20.9	27.8	-2.3	2.8	4.5	-4.2	10.5	-0.3
COc1ccc(-c2csc(NC(=O)CSCc3c(C)noc3C)n2)c(OC)c1	0.0	40.6	-2.6	0.2	-10.8	1.1	4.9	-4.5	3.8
CCN(CC(=O)NC1CCS(=O)(=O)C1)S(=O)(=O)c1c(C)c(C)cc(C)c1C (stereo not given)	1.7	-13.4	16.0	1.6	6.0	-3.6	2.7	0.0	2.7
CSc1nc2cc(S(=O)(=O)N3CCOCC3)ccc2s1	10.0	-0.2	16.4	-0.7	1.3	1.5	-2.1	-4.4	4.7
CSc1nc(N)c2c(n1)N(C)C=NS2(=O)=O	6.8	-18.7	17.6	2.1	7.4	2.0	9.1	-0.8	0.9
CC(C)N1CCc2c(sc(NC(=O)c3cc4cc([N+](=O)[O-])ccc4s3)c2C(N)=O)C1	-137.0	-9.4	11.9	2.9	-4.7	133.6*	-1.0	-0.3	1.8
